High-throughput results: PubChem BioAssay, several laboratories
sPLA2-III inh: human group III sPLA2 inhibitors, primary screen, biochemical, QFRET, BODIPY PC-A2 liposome substrate | AID 743126, 2013 | QFRET BODIPY PC-A2 liposome hydrolysis, fluorescence | 370,000 tested, 0.56% active | inhibition, % at 12.2 µM | Group 3 secretory phospholipase A2 (Homo sapiens), Q9NZ20;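 active = inhibition above mean plus 3 SD of compounds lying within the high and low control bounds, cut at about 19% in these data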;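 also: 0% = median of test compound wells and 100% = no enzyme DMSO wells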
hgDAF-12 ag: H. glycines DAF-12 receptor agonists, primary screen, cell-based, luminescence, HEK293, GAL4 fusion, UAS-luciferase; HEK293 GAL4-hgDAF12 UAS-luciferase reporter, agonist luminescence; normalized to butyrate control; activation, % at 6.8 µM; 370,000 tested, 1.8% active;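 active = activation above a cutoff set at the mean of all screened compounds plus 3 SD, cut at about 10% in these data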;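 also: 0% = DMSO wells and 100% = sodium butyrate wells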
PG9 binder: binders of HIV-1 gp120 antibody PG9, primary screen, biochemical, TR-FRET; 360,000 tested, 0.43% active; TR-FRET gp120-PG9 antibody binding; HIV-1 gp120 / PG9 antibody interaction; inhibition, % at 6.7 µM; in the data active = inhibition above about 8.5%
PLCb3 inh: human PLC-beta3 inhibitors, primary screen, biochemical, fluorescence; Purified PLC-beta3, fluorogenic substrate; inhibition, % at 12.2 µM; 1-phosphatidylinositol 4,5-bisphosphate phosphodiesterase beta-3 (Homo sapiens), Q01970; 370,000 tested, 0.18% active; AID 720704, 2013; in the data active = inhibition above about 11%;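 also: 0% = median of compound wells on plate and 100% = full blocker control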
Target sequence (Q01970 whole entry, looked up): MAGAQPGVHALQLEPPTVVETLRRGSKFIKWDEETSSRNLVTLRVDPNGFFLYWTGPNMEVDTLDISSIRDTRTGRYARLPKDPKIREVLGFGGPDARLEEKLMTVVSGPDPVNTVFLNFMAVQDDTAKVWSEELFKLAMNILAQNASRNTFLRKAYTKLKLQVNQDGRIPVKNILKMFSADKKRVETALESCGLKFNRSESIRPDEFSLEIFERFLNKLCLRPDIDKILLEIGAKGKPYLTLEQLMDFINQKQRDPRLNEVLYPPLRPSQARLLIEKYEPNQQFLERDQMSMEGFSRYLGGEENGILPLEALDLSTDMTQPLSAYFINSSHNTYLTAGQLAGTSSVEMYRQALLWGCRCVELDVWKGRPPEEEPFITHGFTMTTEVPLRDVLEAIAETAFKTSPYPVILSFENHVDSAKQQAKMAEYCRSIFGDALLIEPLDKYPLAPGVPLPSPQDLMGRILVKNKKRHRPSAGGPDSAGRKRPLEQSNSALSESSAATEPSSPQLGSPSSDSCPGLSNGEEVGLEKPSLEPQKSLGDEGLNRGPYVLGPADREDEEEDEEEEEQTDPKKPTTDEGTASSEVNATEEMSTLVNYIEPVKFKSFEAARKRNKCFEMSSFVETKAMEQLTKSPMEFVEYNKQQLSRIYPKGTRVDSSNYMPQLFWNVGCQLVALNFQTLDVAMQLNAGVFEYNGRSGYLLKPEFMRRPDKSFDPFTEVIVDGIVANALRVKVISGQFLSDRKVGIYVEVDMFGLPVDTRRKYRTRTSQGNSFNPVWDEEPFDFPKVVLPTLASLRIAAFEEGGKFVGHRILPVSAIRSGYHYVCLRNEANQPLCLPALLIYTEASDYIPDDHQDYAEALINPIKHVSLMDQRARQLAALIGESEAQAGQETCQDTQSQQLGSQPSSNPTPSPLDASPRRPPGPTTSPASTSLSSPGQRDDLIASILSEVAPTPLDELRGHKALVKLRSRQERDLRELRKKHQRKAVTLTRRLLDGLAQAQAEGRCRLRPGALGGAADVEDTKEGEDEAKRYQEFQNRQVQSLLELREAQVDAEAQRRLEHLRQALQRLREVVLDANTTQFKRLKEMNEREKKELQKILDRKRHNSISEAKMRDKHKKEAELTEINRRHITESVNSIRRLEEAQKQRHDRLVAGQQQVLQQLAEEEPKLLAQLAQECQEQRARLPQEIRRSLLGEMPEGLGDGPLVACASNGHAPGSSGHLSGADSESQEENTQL
DAX1 inh-1: DAX1 (NR0B1) inhibitors, primary screen, cell-based, HEK293, Gal4-DAX1, luciferase luminescence; inhibition, % at 6.75 µM; 340,000 tested, 0.99% active; HEK293 Gal4-DAX1 luciferase reporter; AID 504766, 2011;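 active = inhibition above the mean over all tested compounds plus 3 SD, cut at about 4.2% in these data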;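 also: 0% = DAX1-transfected cells with DMSO and 100% = empty-vector control cells with DMSO; inhibition shows as a rise in luminescence from relieved DAX1 repression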
hcDAF12 agonist: H. contortus DAF-12 nuclear receptor activators, primary screen, cell-based, luminescence, HEK293, lit1-tk-luc reporter; HEK293 hcDAF-12 lit1-tk-luc reporter; 0% DMSO, 100% Δ7-dafachronic acid; activation, % at 6.8 µM; 370,000 tested, 1.4% active;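 active = activation above the mean of all tested compounds plus 3 SD, cut at about 5.5% in these data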;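 also: 100% = response to 3 µM Δ7-dafachronic acid high control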
Rev-erbA mod: modulators of Rev-erb alpha DNA binding, primary screen, biochemical, FITC-DNA, fluorescence polarization, uHTS | activity, % at 10 µM | 370,000 tested, 0.79% active | Rev-erbα–FITC-DNA binding, 90 min | AID 1259318, 2017 | Nuclear receptor subfamily 1 group D member 1 (Homo sapiens), P20393;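 active = activity above about 14%, limit read from the data; passing the limit was not always enough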;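 also: 0% = DMSO wells with 35 nM protein and 100% = DMSO wells with 750 nM protein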
ssDAF-12 act: S. stercoralis DAF-12 nuclear receptor activators, primary screen, cell-based, luminescence, HEK293, GRIP1 co-expression, lit1-tk-luc. Nuclear hormone receptor DAF-12 (Strongyloides stercoralis). HEK293 ssDAF-12/GRIP1 lit1-tk-luc reporter; % of 3 µM dafachronic acid response. activation, % at 6.8 µM. 370,000 tested, 1% active;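 active = activation above the mean over all tested compounds plus 3 SD, cut at about 0.9% in these data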;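 also: 0% = DMSO-only wells and 100% = 3 µM delta7-dafachronic acid wells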
SMARCA2 act: SMARCA2 (BRM) function activators, primary screen, cell-based, luminescence, high throughput; activation, % at 9.1 µM; MG213 cells, MMTV-luciferase reporter, dexamethasone, overnight; 370,000 tested, 1% active; AID 652017, 2013; in the data active = activation above about 7.8%;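 also: 0% = vehicle wells and 100% = reference activator wells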
DAX1 inh-2: DAX1 (NR0B1) inhibitors on StAR promoter, primary screen, cell-based, luminescence, SF-1 (NR5A1), full-length DAX-1 | HEK293T StAR-luciferase reporter, SF-1/DAX-1 repression relief | inhibition, % at 6.8 µM | 370,000 tested, 1.1% active | AID 652010, 2013;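 active = inhibition above the mean over all tested compounds plus 3 SD, cut at about 3.6% in these data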;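 also: 0% = DAX-1 cells with DMSO and 100% = cells lacking DAX-1 with DMSO; higher inhibition means more luminescence from relief of DAX-1 repression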
GAA850 FXN act: FXN promoter activators, primary screen, cell-based, luciferase luminescence, HEK293 lucGAA850; 360,000 tested, 0.56% active; AID 540364, 2011; activation, % at 6 µM; HEK293 lucGAA850 FXN promoter luciferase reporter, 24 h; percent of 10 µM SAHA response;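 active = activation above the average of all compounds screened plus 3 SD, cutoff fixed separately per campaign, cut at about 7.5% in these data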;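 also: 0% = DMSO wells and 100% = 10 µM SAHA wells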
Starred values were filed as active, the others as inactive; i = inactive; · = no result given.

no.	Molecule	sPLA2-III inh	hgDAF-12 ag	PG9 binder	PLCb3 inh	DAX1 inh-1	hcDAF12 agonist	Rev-erbA mod	ssDAF-12 act	SMARCA2 act	DAX1 inh-2	GAA850 FXN act
1	CC1=C(C(=O)N2CCOCC2)CC(CC(=O)NC2CCCC2)C(=O)N1Cc1ccc(C(C)(C)C)cc1 (stereo unspecified)	5.5	-1.6	-0.9	4.3	0.8	1.4	0.7	-1.4	2.4	-0.1	0.1
2	CC12CCC(=O)N1C(C(=O)OCC(=O)Nc1cccc(S(=O)(=O)N3CCCCCC3)c1)CS2 (stereo unspecified)	-5.1	-2.8	-1.1	1.4	0.2	-0.4	-0.3	-1.2	-2.1	0.8	-1.2
3	COCCn1c(SCC(=O)Nc2sc(C)c(C)c2C#N)nnc1-c1ccc(OC)cc1	-4.0	-1.1	1.2	-0.4	0.3	-1.8	-1.4	-1.4	-0.4	-0.6	-0.1
4	COc1ccc(/C=N/N=C2/NC(=O)C(CC(=O)NC(C)C)S2)cc1 (stereo unspecified)	4.0	-1.1	0.0	-5.4	0.0	-1.5	-1.3	-1.5	0.8	0.8	0.3
5	CC(OC(=O)Cn1cnc2c1c(=O)n(C)c(=O)n2C)C(=O)N(C)c1ccccc1 (stereo unspecified)	1.2	2.7	-0.2	1.0	0.7	-0.6	2.1	-0.7	-2.5	-1.3	0.2
6	CCCCC(=O)N1C(C)CCC1C (stereo unspecified)	4.2	2.0	-2.4	-3.5	0.4	0.4	-3.9	-1.0	3.3	0.9	-2.4
7	CC1C/C(=N/N=C2/NC(=O)CS2)CC(C)(C)C1 (stereo unspecified)	3.0	-1.0	0.5	-1.5	-0.2	-1.1	-2.5	-0.8	-0.3	-0.6	0.4
8	Cc1cccc(N2CCN(Cc3oc(CO)cc(=O)c3O)CC2)c1C	0.6	0.1	-2.0	-4.4	-0.2	-0.6	1.2	-1.4	2.9	-0.2	2.0
9	COc1ccc(CNC(=O)COC(=O)c2cc(S(=O)(=O)N3CCOCC3)ccc2O)cc1OC	-7.3	-1.2	-1.9	-0.6	1.8	-1.6	2.7	-0.1	0.1	-1.0	-0.7
10	COC(=O)c1[nH]c2ccccc2c1Sc1ccccc1	-6.9	0.8	2.6	-7.3	0.9	1.8	9.1	-0.7	0.7	-0.8	0.6
11	CCOc1cc(/C=C/C(=O)c2ccc3c(c2)OCCO3)ccc1OCC(=O)N(C)C	-8.8	-3.2	-1.2	-59.4	-1.9	-3.1	-0.2	-2.1	-3.0	-1.6	1.4
12	COC(=O)c1sc(C(F)(F)F)c(-c2ccccc2)c1S(=O)(=O)NC(C)(C)C	-0.2	-0.2	0.3	-7.0	1.8	0.8	-0.3	-1.7	-2.4	0.2	1.3
13	CN1C(=S)SC(/[N+]([O-])=C/c2ccc(Cl)cc2)C1(C)C (stereo unspecified)	-1.1	-0.1	-1.3	4.4	2.2	-0.4	6.9	-1.6	3.1	0.3	-1.7
14	CCCC(=O)OCC(=O)Nc1ccc(OC(F)F)cc1	-0.8	1.5	-1.6	5.2	3.3	0.4	3.1	-1.5	0.3	0.5	0.6
15	COCCOc1ccc(C(F)(F)F)cc1NC(=O)COC(=O)c1c(C)noc1C	-7.1	-0.7	-0.6	2.7	-0.2	-1.1	1.4	-1.6	-1.9	-0.7	-3.2
16	COC(=O)[C@]12C[C@H](CC(=O)N3CCSCC3)C(=O)N(Cc3ccc(Cl)cc3Cl)C1=C[C@H](C(C)C)O[C@@H]2C1CC1	4.2	2.4	·	-1.2	·	-2.8	-3.4	-0.5	-2.6	0.5	·
17	CN(CC(=O)Nc1cccc(F)c1)C(=O)CNS(=O)(=O)c1ccc(N(C)C)c([N+](=O)[O-])c1	0.1	2.7	0.5	3.3	4.4*	-0.1	-0.8	-1.2	-1.6	-0.6	0.8
18	COc1ccccc1NC(=O)C1=C(C)Nc2nc(-c3cccs3)nn2C1c1cccnc1 (stereo unspecified)	4.3	-3.0	2.9	-0.8	1.5	-2.1	-4.5	-1.8	-1.8	-1.0	-2.2
19	CC1=C(C(N)=O)C(c2ccccc2[N+](=O)[O-])n2ncnc2N1 (stereo unspecified)	7.6	0.4	-0.2	-25.3	0.2	5.2	-3.3	-1.4	-2.3	-0.7	-1.5
20	COc1cccc(-c2cc(C(F)(F)F)c(C#N)c(=O)[nH]2)c1	-22.2	-3.1	2.1	i	-0.2	1.0	-5.5	-0.6	-0.8	0.2	-1.1
21	CCN(c1ccc(OC)cc1)S(=O)(=O)c1nnc(NC(=O)COc2ccccc2)s1	-9.4	1.9	-1.7	-0.3	0.5	0.5	-3.3	-0.5	-2.7	-0.9	-1.0
22	O=C(Cn1ncc2c([nH]c3ccccc32)c1=O)N1CCN(c2ccc(F)cc2)CC1	5.0	-0.8	-0.3	-6.8	0.2	-2.1	-0.6	-1.1	-4.5	-0.3	-1.2
23	COc1ccc(CCNC(=O)c2cnc3ccccc3n2)cc1	6.8	2.8	-0.8	-5.4	0.3	-0.1	1.3	-0.1	-1.6	0.0	-0.9
24	CCn1nc(C)c([N+](=O)[O-])c1C(=O)NNC(=O)c1ccccc1Cl	-1.0	-2.0	-1.4	-5.1	0.3	-0.4	1.8	-1.6	0.9	0.2	0.9
25	COc1ccc(/C=C/C(=O)O)cc1S(=O)(=O)N1CCC(Cc2ccccc2)CC1	-11.0	0.1	0.2	-7.6	-1.2	-0.7	-2.4	-1.0	-1.9	0.0	-1.2
26	COc1cccc(Cn2c(NCc3cccnc3)nc3c2c(=O)n(C)c(=O)n3C)c1	5.8	-2.7	-3.1	2.8	-1.5	-0.7	1.4	-2.2	-1.3	-2.5	-0.6
27	O=C(Cn1c(C(=O)N2CCN(C3CCCCC3)CC2)cc2sccc21)c1ccccc1	-15.1	-2.6	0.7	-3.4	-0.7	-0.4	-3.1	-0.8	-0.4	-0.3	-6.1
28	CCOCCc1nn2c(=O)cc(CSCC(=O)Nc3cc(C)cc(C)c3)nc2s1	4.9	0.1	-0.1	-5.9	-0.3	1.1	-0.6	-0.2	-1.3	0.8	0.1
29	COc1ccc(CN2C(=O)CCC(C(=O)O)C2c2ccccc2)cc1 (stereo unspecified)	1.2	0.2	-3.7	4.3	-0.4	-0.7	-1.2	-0.7	-2.0	-0.1	1.4
30	Cc1nc(Cl)sc1C(=O)Nc1ccccc1	9.6	-0.9	0.4	-0.4	0.0	-1.3	-1.6	-1.1	0.4	-0.2	1.5
31	Cc1nc2ccc([N+](=O)[O-])cc2[nH]1	3.6	-1.6	-3.8	7.4	0.5	1.7	-7.3	-0.8	-1.3	0.4	1.0
32	O=C(NCc1ccccc1Cl)NC(=O)c1csc([N+](=O)[O-])c1	0.7	0.0	-0.6	-9.5	3.0	-0.5	-7.4	-1.1	-2.2	0.7	1.3
33	CCCC(C(=O)NCC1CCCO1)N(Cc1ccco1)C(=O)CNS(=O)(=O)c1ccc(F)cc1 (stereo unspecified)	-2.4	-2.6	-2.5	8.1	0.2	-1.4	5.4	-1.4	-0.1	-0.1	0.9
34	COc1ccc(C(=O)c2ccccc2)c(OCC(=O)NC2CC2)c1	-1.4	-1.2	-2.6	-1.1	-1.2	-2.5	-0.1	-1.9	-5.2	-0.5	-0.8
35	COc1ccc(C2C(=O)N(CCc3ccccc3)CC(=O)N2C2CCCC2)cc1 (stereo unspecified)	-1.9	2.7	0.3	4.6	0.5	-2.7	-3.1	-1.3	-4.3	-0.3	0.2
36	Nn1c(SCC(=O)NC2CCS(=O)(=O)C2)nnc1-c1ccco1 (stereo unspecified)	14.8	-0.6	-0.8	-2.0	1.6	0.2	-3.8	-0.8	-2.7	0.8	1.1
37	CC(C)Oc1ccccc1C1Nc2ccccc2C(=O)N1c1ccc2c(c1)OCCO2 (stereo unspecified)	-9.5	10.2	0.7	-103.3	-1.6	5.0	-6.1	0.0	3.4	2.3	-1.1
38	C=CCn1c(SCC(=O)NC2CCS(=O)(=O)C2)nnc1-c1ccncc1 (stereo unspecified)	-5.1	1.1	-1.2	-3.3	1.4	1.0	-3.7	-0.7	-2.1	1.5	1.4
39	COc1cccc(NC(=O)CN(c2cccc(OC)c2)S(C)(=O)=O)c1	1.5	-1.0	-0.7	1.6	·	-1.0	-2.0	-1.8	-3.3	0.1	3.8
40	CCCN(C(=O)c1cc(S(=O)(=O)N(C)c2ccccc2OC)ccc1C)C1CCS(=O)(=O)C1 (stereo unspecified)	1.8	-1.8	-1.6	-5.5	-0.3	1.1	2.9	-1.4	0.0	-0.3	2.4
41	O=C(CC(NCCc1ccccc1)C(=O)O)Nc1ccc(O)cc1 (stereo unspecified)	1.6	-0.2	1.2	0.5	·	-0.9	5.7	-1.6	-2.3	0.4	·
42	O=C(OCCN1CCN(c2ncc(C(F)(F)F)cc2Cl)CC1)c1ccc(F)cc1	3.7	0.0	-1.3	0.3	1.2	-1.6	3.3	-0.8	0.0	-0.2	0.1
43	Cc1noc(C)c1S(=O)(=O)N1CCC(Cc2ccccc2)CC1	-7.9	-2.2	2.3	2.9	-0.9	-1.9	1.3	-1.3	2.7	-1.4	-0.7
